High-throughput results deposited in PubChem BioAssay by The Scripps Research Institute Molecular Screening Center.
PAD4 FP inh: blocks human protein arginine deiminase 4. recombinant PAD4, RCA probe fluorescence polarization. inhibition, % at 6.36 µM. hit rate 0.41% among 330,000. AID 485272;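 active = percent inhibition above a cutoff equal to the mean of all tested compounds plus 3 SD, cut at about 15% in these data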;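 note: 0% = PAD4 with RCA probe and DMSO and 100% = probe without PAD4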
GSTO1 counter: blocks human GSTO1 in RBBP9 counter-screen | inhibition, % at 5.96 µM | P78417 | AID 1974 | recombinant GSTO1, activity-based probe fluorescence polarization | hit rate 1.1% among 300,000;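 active = inhibition above the campaign mean inhibition plus 3 SD, cut at about 35% in these data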;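 note: 0% = GSTO1-1 with DMSO and 100% = wells lacking GSTO1-1 enzyme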
pPAFAH inh: inhibitors of human plasma PAF acetylhydrolase (pPAFAH) | recombinant pPAFAH, FP-rhodamine probe fluorescence polarization | inhibition, % at 3.39 µM | hit rate 1.5% among 330,000 | AID 463082;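 active = inhibition above the mean inhibition across the screen plus 3 SD, cut at about 25% in these data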;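 note: inhibitors block binding of the rhodamine activity-based probe so polarization drops; 0% = enzyme with DMSO and 100% = wells lacking pPAFAH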
Target sequence (Q13093 whole entry, looked up): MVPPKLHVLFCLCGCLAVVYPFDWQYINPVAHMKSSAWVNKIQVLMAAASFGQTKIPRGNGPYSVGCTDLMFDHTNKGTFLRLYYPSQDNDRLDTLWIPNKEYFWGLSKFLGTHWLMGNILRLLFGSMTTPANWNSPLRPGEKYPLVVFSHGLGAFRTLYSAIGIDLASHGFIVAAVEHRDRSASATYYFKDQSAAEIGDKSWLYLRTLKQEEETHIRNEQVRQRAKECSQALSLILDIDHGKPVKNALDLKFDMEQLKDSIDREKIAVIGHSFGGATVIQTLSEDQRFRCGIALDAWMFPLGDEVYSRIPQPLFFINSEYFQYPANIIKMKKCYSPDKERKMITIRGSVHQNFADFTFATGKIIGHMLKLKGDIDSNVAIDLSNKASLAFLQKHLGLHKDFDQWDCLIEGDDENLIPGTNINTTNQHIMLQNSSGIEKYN
PREPL inhibitor: human PREPL enzyme inhibition | Q4J6C6 | recombinant PREPL, fluorescence polarization activity-based probe | inhibition, % at 5.96 µM | hit rate 0.68% among 320,000; in the data active = inhibition above about 43%;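 note: 0% = enzyme with DMSO and 100% = wells lacking enzyme; many of its hits are not listed in these tables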
PAFAH1B3 inh: blocks human PAF acetylhydrolase 1B catalytic subunit 3; hit rate 0.28% among 340,000; Q15102; recombinant PAFAH1B3, FP-rhodamine probe, fluorescence polarization; inhibition, % at 3.39 µM;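 active = inhibition above the screen-wide average of all tested compounds plus 3 SD, cut at about 25% in these data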;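 note: 0% = enzyme with DMSO only and 100% = wells lacking PAFAH1B3 protein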
Target sequence (Q15102 whole entry, looked up): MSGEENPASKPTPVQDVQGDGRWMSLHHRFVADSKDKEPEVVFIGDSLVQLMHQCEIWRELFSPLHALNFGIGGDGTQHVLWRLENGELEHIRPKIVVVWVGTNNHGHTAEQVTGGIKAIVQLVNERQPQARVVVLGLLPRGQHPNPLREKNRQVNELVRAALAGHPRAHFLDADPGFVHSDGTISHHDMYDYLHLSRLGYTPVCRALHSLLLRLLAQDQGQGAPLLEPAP
PAFAH1B2 FP inh: inhibitors of human PAFAH1B2. hit rate 1.2% among 340,000. recombinant PAFAH1B2, FP-rhodamine activity probe, fluorescence polarization. inhibition, % at 3.39 µM. P68402;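 active = inhibition above the mean of all tested compounds plus 3 SD, cut at about 24% in these data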;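 note: 0% = enzyme with DMSO and 100% = wells lacking PAFAH1B2; many of its hits are not listed in these tables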
LYPLA2 counter: LYPLA2 (human) inhibition in PME1 counter-screen | O95372 | recombinant LYPLA2, FP-Rh probe fluorescence polarization | inhibition, % at 5.9 µM | hit rate 0.38% among 320,000;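 active = inhibition above the screen-wide mean plus 3 SD, limit set per campaign, cut at about 26% in these data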;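 note: 0% = LYPLA2 with DMSO and 100% = wells lacking LYPLA2 enzyme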
PME-1 primary: PME-1 (human) inhibition | recombinant PME-1, FP-Rh probe fluorescence polarization | inhibition, % at 5.9 µM | hit rate 0.53% among 320,000 | AID 2130;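 active = inhibition above the campaign mean of all compounds plus 3 SD, cut at about 26% in these data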;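 note: competitive labeling of PME-1 active site by serine hydrolase directed probe; 0% = PME-1 with DMSO and 100% = wells lacking PME-1 enzyme; inhibitors block probe labeling so polarization falls and inhibition rises; many of its hits are not listed in these tables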
LYPLA1 inh: LYPLA1 (human) inhibition in PME1 counter-screen; recombinant LYPLA1, FP-Rh probe fluorescence polarization; inhibition, % at 5.9 µM; hit rate 0.16% among 320,000; AID 2174;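 active = inhibition above the mean of all tested compounds plus 3 SD, set per campaign, cut at about 14% in these data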;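 note: inhibitors block serine hydrolase probe labeling of LYPLA1 so polarization falls; 0% = enzyme with DMSO and 100% = wells lacking LYPLA1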
Target sequence (O75608 whole entry, looked up): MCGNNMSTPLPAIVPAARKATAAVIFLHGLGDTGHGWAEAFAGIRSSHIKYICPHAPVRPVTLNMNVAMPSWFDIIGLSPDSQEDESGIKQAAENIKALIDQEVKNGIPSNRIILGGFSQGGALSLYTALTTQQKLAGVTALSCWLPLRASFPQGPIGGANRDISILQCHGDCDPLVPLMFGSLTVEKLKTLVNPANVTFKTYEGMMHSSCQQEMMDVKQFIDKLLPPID
Active calls of the source: *; . = no result given.

nr	SMILES	GSTO1 counter	PME-1 primary	LYPLA2 counter	pPAFAH inh	PREPL inhibitor	LYPLA1 inh	PAFAH1B2 FP inh	PAFAH1B3 inh	PAD4 FP inh
1	COc1ccc(C(=O)CCC(=O)N2CCN(c3ccccc3)CC2)cc1	-1	-1	5	6	-16	3	2	3	-3
2	CCCOc1ccc(C(=O)Nc2ccc3c(c2)OCCO3)cc1	7	-12	9	5	11	3	1	13	0
3	Cc1ccccc1NC(=O)CCCNC(=O)c1ccc(Cl)cc1	3	-7	-2	-3	13	1	2	14	-3
4	CC(=O)c1ccc(NC(=O)Nc2ccc([N+](=O)[O-])cc2)cc1	-20	-17	-20	9	15	-14	1	8	-5
5	CN(Cc1ccccc1)C(=O)CN(c1ccccc1Cl)S(C)(=O)=O	-3	0	-2	3	-6	1	1	6	1
6	Cc1cc(C(=O)Nc2ncn(Cc3ccc(F)cc3)n2)ccc1[N+](=O)[O-]	-4	-2	0	5	9	4	7	0	4
7	O=C1CC(Nc2ccccc2)C(=O)N1Cc1ccccc1 (configuration not stated)	-4	2	9	2	-10	-1	2	5	1
8	COc1ccc(NC(=O)CSc2ccc3nnc(CCNC(=O)c4ccccc4)n3n2)cc1	7	-4	1	-4	5	2	8	10	2
9	COc1ccc(OC)c(NC(=O)c2cc(-c3c(C)cc(C)cc3O)n[nH]2)c1	-7	-5	-2	5	2	-3	1	3	-4
10	O=C(NCc1ccccc1Cl)C1CCC(=O)N(CC2CCCCC2)C1 (configuration not stated)	2	-2	-2	5	7	-4	2	-2	5
11	C=CCNC(=S)N1CCc2c([nH]c3ccccc23)C1C (configuration not stated)	-5	0	-13	2	11	-2	0	8	9
12	O=C(C[C@H]1C[C@H](C(=O)N2CCOCC2)[C@@]2(CCC3CCCC3)c3[nH]c4cc(-c5ccco5)ccc4c3CCN2C1=O)NCCc1ccccn1	.	.	.	0	.	.	2	9	-3
13	Cc1cc(N2CCOCC2)cc(C)[n+]1[O-]	-3	1	4	3	-1	3	-1	9	1
14	CC1=NN(C(N)=S)C(=O)C1N=Nc1cccc([N+](=O)[O-])c1 (configuration not stated)	-8	-7	-1	-7	-12	-1	5	3	-2
15	O=c1n(Cc2ccccc2)nc2n1-c1ccccc1SC2	-2	2	-5	3	2	2	11	5	3
16	N#CNC1=NCN(CCc2ccccc2)CN1	2	-2	3	6	8	4	1	-1	-5
17	O=C(CN1CCN(Cc2ccccc2)CC1)Nc1cccc(Br)c1	-5	6	-8	8	-3	-5	2	9	-2
18	CCC(C)(NC(=O)c1ccc2c(c1)OCO2)C(=O)NC1CCCCC1 (configuration not stated)	3	-5	8	1	15	0	0	-3	0
19	COc1ccc(C2SCCN2C(=S)Nc2cccc(Cl)c2)cc1 (configuration not stated)	-4	-2	-10	3	-8	0	1	-10	2
20	CCn1c(CCNC(=O)c2ccc(C)cc2)nnc1SCc1ccc(Cl)c(Cl)c1	-3	-1	1	4	15	-2	7	4	-1
21	COc1cccc(C(=O)N2CCCN(C)CC2)c1OC	6	3	-2	0	-3	-3	7	8	-1
22	Cc1ccc(C2(C)NC(=O)N(CC(=O)N3c4ccccc4NC(=O)CC3C)C2=O)cc1 (configuration not stated)	.	3	-4	-5	24	0	-4	5	-2
23	Cc1nnc(OCc2nc3ccccc3n2C)c2ccccc12	-3	5	5	-1	4	-2	0	11	-6
24	CCNC(=O)CC1C(=O)N(c2ccc(OC)cc2)C(=O)N1Cc1ccc(OC)cc1 (configuration not stated)	5	2	2	7	8	1	6	4	-4
25	O=C(c1ccc(Cl)cc1)N1CCC(C(=O)N2CCN(c3ncccn3)CC2)CC1	.	1	4	2	12	1	1	10	-3

Some entries already given with just LYPLA1 inh, PREPL inhibitor and PAFAH1B3 inh:
#	mol	LYPLA1 inh	PREPL inhibitor	PAFAH1B3 inh
18	CCC(C)(NC(=O)c1ccc2c(c1)OCO2)C(=O)NC1CCCCC1 (configuration not stated)	0	15	-3
19	COc1ccc(C2SCCN2C(=S)Nc2cccc(Cl)c2)cc1 (configuration not stated)	0	-8	-10
20	CCn1c(CCNC(=O)c2ccc(C)cc2)nnc1SCc1ccc(Cl)c(Cl)c1	-2	15	4

Other compounds follow:
nr	SMILES	GSTO1 counter	PME-1 primary	LYPLA2 counter	pPAFAH inh	PREPL inhibitor	LYPLA1 inh	PAFAH1B2 FP inh	PAFAH1B3 inh	PAD4 FP inh
26	O=c1c2ccccc2nc2n1CCCS2	7	5	5	5	9	2	1	5	0
27	CCOC(=O)c1c(NC(=O)CSc2n[nH]c(-c3ccco3)n2)sc(C)c1C	-14	-2	-8	3	1	-8	3	6	-6
28	Cc1ccc(/C=C2/SC(=O)N(CC(=O)N3CCOCC3)C2=O)s1	3	6	4	-2	5	3	-4	8	0
29	CC(NC(=O)C1CCN(S(=O)(=O)c2ccc(Br)s2)CC1)c1ccccc1 (configuration not stated)	0	14	-1	2	8	1	16	6	-6
30	COc1cccc(S(=O)(=O)NCc2ccc(C(=O)Nc3ccc(Cl)cc3)cc2)c1	2	-4	-8	-1	-8	-8	-2	-1	-2
31	CCCN1CCN(CCCNC(=O)CCNC(=O)Cn2ccc3ccccc3c2=O)CC1	4	0	3	-4	3	0	2	4	-7
32	O=c1oc2ccccc2n1Cc1ccccc1F	3	0	6	8	-10	-6	1	4	-5
33	CCOC(=O)C1=C(C)NC(=O)NC1c1ccc(NC(C)=O)cc1 (configuration not stated)	10	1	10	-3	22	3	-2	-2	7
34	COc1ccc(NC(=O)Cc2ccc(C)c(C)c2)cc1S(=O)(=O)N1CCCCC1	.	.	.	1	26	.	2	4	0
35	CCCN1Cc2cccc(C(=O)N3CCN(c4ccccc4)CC3)c2C1=O	2	3	5	3	-47	-2	4	13	2
36	CC(=O)Nc1cccc(NC(=O)CSc2ncc(-c3ccccc3)[nH]2)c1	10	2	4	5	-4	-4	10	7	-1
37	Cc1cc(SCC(=O)OCC(=O)N2CCCC2=O)c(C)cc1Br	0	5	0	17	25	2	-1	7	1
38	O=C(N/N=C/c1ccsc1)c1ccccn1	1	5	2	1	-1	2	1	3	1
39	CCOc1ccc2nc(SCc3ccccc3C#N)sc2c1	2	-3	7	3	-6	-4	-1	7	-2
40	COc1ccc(C[C@H]2CN3C(=NC[C@@H]3C(C)C)N2C[C@H](C)NC(=O)c2ccc(C)c(Br)c2)cc1	-4	3	-5	-2	15	-2	1	13	-5
41	CCOc1ccc(NC(=O)C2CCCN2C(=O)NC2CCCCC2)cc1 (configuration not stated)	-3	-1	6	7	-2	5	2	1	-1
42	Cc1cc(NCc2ccccc2)n2ncnc2n1	10	3	-5	-1	-5	0	-3	-1	1
43	CCOC(=O)c1sc2nc3c(cc2c1N)COC(C(C)C)C3 (configuration not stated)	-9	-2	6	6	12	1	5	3	-5
44	Cc1ccc(Nc2nnc(SCC(=O)NCC3CCCO3)s2)cc1 (configuration not stated)	.	.	.	2	18	.	7	17	-1
45	CCOC(=O)c1cc2c(=O)n3ccccc3nc2n(CCCOC)c1=NC(=O)c1cccnc1	-5	1	3	6	0	6	.	.	-4
46	COc1cc(-c2c(-c3ccc4c(c3)OCO4)noc2-c2ccsc2)ccc1F	6	-3	6	0	0	6	-1	1	2
47	COc1ccc(-n2nc(C(=O)NCC(=O)Nc3cc(Cl)c(OC)cc3OC)c3ccccc3c2=O)cc1	-3	-1	4	4	25	2	-4	9	-2
48	COc1ccc(CCC(=O)NNC(=O)Nc2ccc(OC)c(OC)c2)cc1	-2	4	6	6	-4	5	3	8	-2
49	C=CCn1c(-c2cccc(S(=O)(=O)N(CC)CC)c2)n[nH]c1=S	7	5	0	4	-2	5	4	11	1
50	CCN(C(=O)CSc1nnc2nc(C)cc(C)n12)c1ccccc1	-1	-6	-1	4	-4	0	1	3	1
51	COC(=O)c1ccccc1NC(=S)N1CCN(c2ccccc2)CC1	7	7	5	0	-3	0	9	14	-1
52	Cc1ccc(N2CC(C(=O)Nc3ccccc3OC(F)F)CC2=O)cc1 (configuration not stated)	.	2	6	4	0	0	1	3	-3
53	Cc1ccc(CCN2CC(C(=O)NCCN(C)C)CC2=O)cc1 (configuration not stated)	-8	-1	1	2	0	3	12	16	1
54	NC(CC(=O)OC1CCCCC1)C(=O)OC1CCCCC1 (configuration not stated)	0	-1	1	1	8	1	3	4	1
55	Cc1ccc(-c2noc(C3CCCN(C(=O)c4cccc([N+](=O)[O-])c4)C3)n2)o1 (configuration not stated)	0	2	5	-5	6	5	-1	3	-2
56	CCCCC(=O)Nc1ccc(NC(=O)c2ccco2)cn1	-1	-3	-6	2	-4	-2	4	7	-2
57	COc1ccc2[nH]c3c(c2c1)CCN1C(=O)N([C@@H](C)C(=O)NC2CC2)C(=O)[C@]31C	1	5	3	2	5	0	6	-3	3
58	Cc1csc(NC(=O)c2cc[n+]([O-])cc2)n1	10	8	1	0	0	6	0	-8	-5
59	O=C1CCC(C(=O)N2CCCCO2)CN1CCc1ccccc1 (configuration not stated)	6	-7	-3	6	-1	0	6	6	0
60	CC(C)(C)CN1C(=O)C(=O)NC[C@@H]1Cc1ccc(O)cc1	4	0	2	3	2	2	4	9	3
61	O=C(CC(=O)NCc1ccccc1)NCc1ccccc1	5	2	3	1	-7	4	1	-3	4
62	COc1c(Cl)cccc1-c1cn2ccccc2n1	2	-5	-7	2	-16	0	7	4	-3
63	CCOC(=O)N1CCN(CC(=O)c2ccc(O)c(C)c2O)CC1	3	-4	2	2	3	0	6	5	2
64	O=S(=O)(c1ccc(F)cc1)c1nc(-c2ccco2)oc1Nc1ccc(F)cc1	-1	3	-7	-2	19	5	3	5	-2
65	CNC(=S)N(Cc1ccc(Cl)cc1)Cc1cccs1	-3	6	9	0	-24	-1	6	4	1
66	Cc1cc(Nc2cccc(C(=O)O)c2)n2ncnc2n1	86*	-3	-1	0	-3	0	4	-5	-2
67	c1ccc(SCc2nc3ccccc3[nH]2)nc1	3	3	-4	0	-8	-3	-1	4	-3
68	CN(C)c1cccc(C(=O)OCCNC(=O)c2cccc(S(=O)(=O)N3CCOCC3)c2)c1	4	1	1	-7	-10	0	1	6	-1
69	CN(c1ccc(C(=O)Nc2ccccc2C(=O)N2CCOCC2)cc1)S(C)(=O)=O	5	-4	-6	3	-6	4	-3	3	0
70	CC(NS(=O)(=O)c1ccccc1)C(=O)NC1CCCC1 (configuration not stated)	7	0	1	1	0	-1	2	5	-1
71	O=C(N/C=N/O)C(c1ccccc1)c1ncc(C(F)(F)F)cc1Cl (configuration not stated)	2	-3	7	2	16	0	5	12	-1
72	Cn1c(NC(=O)C2c3ccccc3Oc3ccccc32)cc(=O)n(C)c1=O	4	-8	0	-1	-3	-6	-3	-4	-4
73	CSc1nc(NCc2ccco2)c2c3c(sc2n1)CN(C)CC3	6	1	2	6	14	-3	.	.	-2
74	CCOC(=O)C1=C(C)Nc2ccccc2S1	5	-5	2	1	-1	0	0	-3	1
75	CC(C)(C)[C@H]1C=C(C(=O)O)O[C@@H](OCc2ccc(CO)cc2)C1	-1	-3	-6	-1	8	2	-1	7	-7
76	O=c1cc(CSc2nnc(COc3ccc(Cl)cc3)o2)c2ccccc2[nH]1	-3	8	5	5	-27	-5	18	5	0
77	O=C(O)CSc1nnc(COc2ccc([N+](=O)[O-])cc2)n1-c1ccccc1	4	3	3	2	-4	2	2	3	-2

A portion of the library (hit frequency here may not be typical).
